High-throughput results from PubChem.
POLK inh – blocks human DNA polymerase kappa activity; AID 588579; Potency, µM (titrated, usually from 107 µM), inactives show at the top dose activity, negative = inhibition, most hits filed as inhibitors; 400,000 tested, 0.53% active; purified Pol kappa, fluorescent DNA synthesis assay, 10 min; further: potency means the concentration at half of the fitted maximal effect; on the % scale 0 is the no-effect control and ±100 the full control effect
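First, compounds were pin-transferred onto 10 nM Pol kappa. After 15 min at room temperature, substrate was added to 50 nM final. Fluorescence was then measured kinetically at 0 and 10 min.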
APE1 inh – inhibitors of human APE1 endonuclease; P27695; recombinant APE1, TAMRA/BHQ-2 abasic DNA cleavage fluorescence; Potency, µM (top dose mostly 65.8 µM), without a hit: at the highest dose activity change, negative = inhibition, most hits filed as inhibitors; 350,000 tested, 0.35% active; AID 2517;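 further: potency means the concentration at half of the fitted maximal effect; plate controls were vehicle for no effect and reference inhibitor for full effect; nearly all actives have a fitted effect of over 55% in size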
Target sequence (P27695 whole entry, looked up): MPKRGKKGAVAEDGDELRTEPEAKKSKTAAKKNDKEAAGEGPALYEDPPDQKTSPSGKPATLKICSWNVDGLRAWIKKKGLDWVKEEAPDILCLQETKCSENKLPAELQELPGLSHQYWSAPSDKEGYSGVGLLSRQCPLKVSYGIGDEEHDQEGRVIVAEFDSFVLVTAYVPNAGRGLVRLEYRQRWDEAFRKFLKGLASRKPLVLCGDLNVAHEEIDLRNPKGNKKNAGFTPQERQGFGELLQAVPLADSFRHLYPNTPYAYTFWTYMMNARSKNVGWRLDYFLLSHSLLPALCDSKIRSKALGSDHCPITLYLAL
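Endonuclease cleavage of a quenched abasic-site DNA duplex (50 nM) by APE1 (0.75 nM) was tracked by TAMRA dequenching. Compounds were preincubated with enzyme 15 min at room temperature; data normalized to buffer-only and DMSO wells plus NSC13755 control.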
LDHA inh – LDHA (human) enzyme inhibition; P00338; purified LDHA, NADH/diaphorase-resazurin fluorescence; hits give low values; activity change, % (values are at about 110 or 230 µM); 480,000 tested, 0.15% active; AID 1347041; in the data active means activity change below about -30%; inconclusive means mostly about -25% to -30%;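 further: plate controls were DMSO wells for no effect and wells without enzyme for full effect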
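Enzyme activity of human lactate dehydrogenase 5 (2 nM; 0.06 mM NADH, 0.2 mM pyruvate, 5 min, RT) is measured via a resazurin/diaphorase fluorescence readout of residual NADH.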
POLH inh – blocks human DNA polymerase eta activity. Q9Y253. AID 588591. 390,000 tested, 1.2% active. recombinant Pol eta, fluorescent DNA replication assay. Potency, µM (top dose mostly 114 µM), without a hit: top-dose activity change, negative = inhibition, hits mostly inhibitors; further: potency means the concentration at half of the fitted maximal effect; on the % scale 0 is the no-effect control and ±100 the full control effect
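Pol eta (10 nM) was preincubated with compounds for 15 min at room temperature, after which fluorescent replication substrate (50 nM final) was added to start the reaction. Fluorescence was read kinetically at 0 and 10 min.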
ALOX12 inh – blocks human arachidonate 12S-lipoxygenase | Potency, µM (highest dose often 108 µM), inactives show top-dose activity change, negative = inhibition, most hits filed as inhibitors | 580,000 tested, 1.1% active | purified 12hLO, xylenol orange hydroperoxide absorbance | P18054; further: potency means the concentration at half of the fitted maximal effect; on the % scale 0 is the no-effect control and ±100 the full control effect
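Hydroperoxide product was detected by ferrous iron/xylenol orange as the 573 to 405 nm absorbance ratio. Arachidonic acid at 40 uM (final) was turned over for 30 min at room temperature by 150 nM human 12hLO, pH 7.0 Hepes buffer, after 15 min compound preincubation.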
Anesthetic bind – candidate novel general anesthetic via apoferritin binding. P02791. apoferritin/1-aminoanthracene competitive binding, fluorescence. Potency, µM (highest dose often 77.5 µM), for inactives: top-dose activity change, negative = displacement, most hits filed as inhibitors. 350,000 tested, 0.074% active. AID 485281; further: potency means the concentration at half of the fitted maximal effect; on the % scale 0 is the no-effect control and ±100 the full control effect; nearly all actives have a fitted effect of over 20% in size
Target sequence (P02791 2-175 limits assumed): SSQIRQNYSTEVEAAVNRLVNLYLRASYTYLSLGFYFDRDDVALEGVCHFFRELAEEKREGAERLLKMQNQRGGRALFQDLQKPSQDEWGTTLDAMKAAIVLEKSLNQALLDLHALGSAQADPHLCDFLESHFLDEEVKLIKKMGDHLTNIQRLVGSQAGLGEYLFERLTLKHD
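Read-out: endpoint 1-AMA fluorescence, excitation 380 nm and emission 535 nm, after compounds sit 10 min at room temperature with 10 uM horse-spleen apoferritin in 50% saturated 1-AMA/PBS. Values come from four-parameter Hill fits.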
POLB inh – inhibitors of human DNA polymerase beta; Pol beta primer extension/strand displacement, fluorescence kinetic; P06746; AID 485314; Potency, µM (top dose mostly 114 µM), for inactives: at the highest dose activity change, negative = inhibition, hits mostly inhibitors; 340,000 tested, 1.3% active; further: potency means the concentration at half of the fitted maximal effect; on the % scale 0 is the no-effect control and ±100 the full control effect
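Pol beta (10 nM) was preincubated with compound for 15 min at room temperature. The reaction was then started with 50 nM substrate and read immediately and after a further 10 min at room temperature.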
ERG Ets-DNA blk – inhibitors of human ERG Ets domain-DNA interaction. P11308. fluorescence polarization, His-ERG Ets domain / labelled DNA. Potency, µM (series often up to 76.9 µM), for inactives: top-dose FP activity, negative = inhibition, most hits filed as inhibitors. 370,000 tested, 0.028% active; active means well fitted inhibition curve with a large enough effect in the polarisation, with a control signal flat; inconclusive means small, poorly fitted or top-dose-only effect, or effect the other way, or a change in a side signal; inactive means no such curve, though single readings can be large or run the other way; the % refers to the polarisation;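 further: polarization taken with two DNA probes labelled with fluorescein and Texas red; potency means the concentration at half of the fitted maximal effect; % of control where 0% means no effect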
Target sequence (P11308 whole entry, looked up, the tested form may be a part): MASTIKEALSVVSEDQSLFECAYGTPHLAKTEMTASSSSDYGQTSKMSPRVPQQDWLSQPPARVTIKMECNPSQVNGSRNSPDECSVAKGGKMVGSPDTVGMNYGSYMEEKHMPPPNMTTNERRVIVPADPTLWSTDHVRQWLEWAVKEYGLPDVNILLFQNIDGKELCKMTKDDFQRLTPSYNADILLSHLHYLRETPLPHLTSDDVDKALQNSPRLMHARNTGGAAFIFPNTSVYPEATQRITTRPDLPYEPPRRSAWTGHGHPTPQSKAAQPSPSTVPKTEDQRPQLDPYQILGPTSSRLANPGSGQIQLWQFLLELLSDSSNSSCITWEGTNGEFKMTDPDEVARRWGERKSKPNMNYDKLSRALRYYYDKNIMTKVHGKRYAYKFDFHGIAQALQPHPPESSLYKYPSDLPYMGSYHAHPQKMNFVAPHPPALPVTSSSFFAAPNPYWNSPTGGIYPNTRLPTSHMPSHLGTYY
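His-tagged ERG Ets domain (1 uM in the protein solution; 300mM KCl, 50mM Tris-HCl, 1mM EDTA, 1mM DTT, pH 7.5) received compound, then a probe mix of 5 nM fluorescein-DNA and 100nM Texas-615-DNA. Fluorescence polarization was read for both dyes.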
RGS4 inhibitor – blocks human RGS4-accelerated GTP hydrolysis. P49798. Transcreener GDP fluorescence polarization, RGS4-accelerated GTP hydrolysis. Potency, µM (titrated, usually from 114 µM), without a hit: at the highest dose activity change, negative = inhibition, most hits filed as inhibitors. 390,000 tested, 0.039% active; further: potency means the concentration at half of the fitted maximal effect; on the % scale 0 is the no-effect control and ±100 the full control effect; nearly all actives have a fitted effect of over 75% in size; some results filed as inactive show a strong effect at the top dose
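MLSMR compounds (23 nl, pin-transferred) preincubated 10 min at room temperature with a 500nM (2x) first reagent, then RGS4 at 900nM (2x) plus Transcreener GDP mix added; fluorescence polarization (620/688 nm) read before and after 90 min at 30 °C.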
Numbers without * were called inactive; i = inactive; ? = inconclusive; . = no result given; & = joins results of further samples; [ ] = remark or other dose. Unless noted, the call rests on the fitted dose curve; in most records, active means well fitted curve in the direction sought with a large enough effect; inconclusive means small, poorly fitted or top-dose-only effect, or another doubt; inactive means no such curve, though single readings can be large; an effect the other way counts as inactive or inconclusive. These rows are one share of the data; count on the stated rates, not on these rows.

SMILES | POLK inh | APE1 inh | LDHA inh | POLH inh | ALOX12 inh | Anesthetic bind | POLB inh | ERG Ets-DNA blk | RGS4 inhibitor
Cn1c2ccccc2c2cnn(CC(=O)Nc3cccc(F)c3)c(=O)c21 | -3% | 7% | -8 | -18% | -15% | -2% | 4% | -5% | -9%
CC1CCN(S(=O)(=O)c2cc3c4c(c2)C(C)C(=O)N4CCC3)CC1 (centres undefined) | -3% | 52%[activator] | -1&-1 | -23%&-11% | -9%&-17% | -2%&-1% | -18%&-15% | -1%&0% | -12%&-7%
CC1CCN(S(=O)(=O)c2cnc(Cl)c(Br)c2)CC1 | -5% | 2% | -3 | -2% | 2% | 8% | 4% | . | -9%
O=C(NCCc1ccccn1)c1ccc(NS(=O)(=O)c2ccc(F)cc2)cc1 | -7% | -1% | 2 | 1% | -4% | -7% | 3% | -3% | -35%
O=C(c1cccnc1)N1CCN(S(=O)(=O)c2cccc(Cl)c2)CC1 | -13% | 45%[activator] | -4 | -13% | i | -10% | -30% | -8% | -28%
Cc1cccc(NC(=O)c2ccc(C)c(S(=O)(=O)N3CCOCC3)c2)n1 | -3% | . | -2 | -15% | ? | . | . | 1% | 3%
C=CCSc1nc(C)cc2c1C(=O)OC2 | -10% | 13% | -11 | -11% | -9% | -9% | 4% | -8% | 23%
CC(C)CC(=O)Nc1nnc(SCC(=O)NC2CCCCC2)s1 | 6% | 11% | 2 | -14% | 471%[activator] | -2% | 14% | 3% | -7%
CC1(C)CC(NC(=O)C(=O)NCCc2ccc(Cl)cc2)CC(C)(C)N1 | 6% | -4% | 2 | 5% | 0% | -9% | 1% | 1% | -1%
O=C(NC1CCCCC1)c1cc2c(cc1Cl)N1CCCCCC1=NS2(=O)=O | -1% | 10% | -8 | -20% | -1% | . | . | 4% | 10%
C/C(N)=C(/C#N)C(=O)COC(=O)c1ccc(C)c(S(=O)(=O)N2CCCCC2)c1 | -22% | -6% | 1 | 6% | -6% | ? | ? | -4% | 9%
COc1ccc(C)cc1NC(=O)c1cc(S(=O)(=O)N2CCC(C)CC2)ccc1F | -3%[60.1 µM] | . | 0 | -7% | -23% | -18% | 1% | 3% | 4%
Cc1cccc(NC(=O)Nc2ccccc2[N+](=O)[O-])n1 | -2% | -9% | -2 | -2% | 0% | -7% | 1% | 6% | -32%
Cc1cccc(NC(=O)c2cc(NC(=O)c3ccco3)ccc2N2CCCCC2)c1 | 10% | ? | -3 | 8% | 24% | 5% | -2% | -3% | -23%
Cc1cc(C)n2nc(C(=O)N3CCCC(Nc4ccc(F)c(F)c4)C3)cc2n1 (centres undefined) | -3% | 8% | 1 | -2% | 5% | -7% | 100% | -4% | 7%
COc1ccc(NC(=O)COC(=O)c2ccc(NS(=O)(=O)/C=C/c3ccccc3)cc2)cc1 | -6% | 8% | 0 | -18% | -3% | 5% | 23% | 6% | -29%
CCOc1cccc(C(=O)N/N=C/c2coc3ccccc3c2=O)c1 | -4% | 21% | 3 | 7% | -26% | ? | -3% | -4% | 23%
COc1ccc(C(CC(=O)c2ccccc2)C2CCCCC2=O)cc1 (centres undefined) | -1% | -3% | -5 | -9% | -19% | -12% | -1% | -5% | 13%
CCCC#CCN1CCN(C23CC4CC(CC(C4)C2)C3)CC1 | 5% | -3% | -4 | -13% | 0% | -8% | 23% | 0% | -30%
Cc1cc(-c2ccc(C)c(S(=O)(=O)Nc3ccccc3C(F)(F)F)c2)on1 | -10% | . | -5 | -14% | ? | -9% | ? | 0% | 10%
OCCCn1c(C2CCCN2c2nc(-c3ccc(Cl)cc3)cs2)nc2cc(Cl)c(Cl)cc21 (centres undefined) | 5% | . | -1 | -14% | -1% | . | . | 16% | ?
CC(C)c1ccc(NC2CCCN(C(=O)c3cccs3)C2)cc1 (centres undefined) | 1% | 16% | 3 | -14% | -20% | ? | -16% | 14% | -11%
CCOC(=O)c1cc2sccc2n1CC(=O)Nc1ccc2c(c1)OCCO2 | 4% | 0% | -8 | -10% | 1% | -8% | -21% | -5% | 5%
Cc1c(Cl)cccc1NC(=O)NC1CCCCC1 | 5% | 0% | -2 | -7% | 0% | -8% | 25% | -4% | -21%[56.9 µM]
C=CCCC(=O)NC1CC(C)(C)Cc2c1cnn2-c1cccc(F)c1 (centres undefined) | 4% | 11% | -2 | -19% | 2% | -2% | 31% | 1% | 11%

Another view of part of the listing above:
compound,POLK inh,APE1 inh,LDHA inh,POLH inh,ALOX12 inh,Anesthetic bind,POLB inh,ERG Ets-DNA blk,RGS4 inhibitor
Cn1c2ccccc2c2cnn(CC(=O)Nc3cccc(F)c3)c(=O)c21,-3%,7%,-8,-18%,-15%,-2%,4%,-5%,-9%
CC1CCN(S(=O)(=O)c2cc3c4c(c2)C(C)C(=O)N4CCC3)CC1 (centres undefined),-3%,52%[activator],-1&-1,-23%&-11%,-9%&-17%,-2%&-1%,-18%&-15%,-1%&0%,-12%&-7%
CC1CCN(S(=O)(=O)c2cnc(Cl)c(Br)c2)CC1,-5%,2%,-3,-2%,2%,8%,4%,.,-9%
O=C(NCCc1ccccn1)c1ccc(NS(=O)(=O)c2ccc(F)cc2)cc1,-7%,-1%,2,1%,-4%,-7%,3%,-3%,-35%
O=C(c1cccnc1)N1CCN(S(=O)(=O)c2cccc(Cl)c2)CC1,-13%,45%[activator],-4,-13%,i,-10%,-30%,-8%,-28%
Cc1cccc(NC(=O)c2ccc(C)c(S(=O)(=O)N3CCOCC3)c2)n1,-3%,.,-2,-15%,?,.,.,1%,3%
C=CCSc1nc(C)cc2c1C(=O)OC2,-10%,13%,-11,-11%,-9%,-9%,4%,-8%,23%
CC(C)CC(=O)Nc1nnc(SCC(=O)NC2CCCCC2)s1,6%,11%,2,-14%,471%[activator],-2%,14%,3%,-7%

(more compounds)
SMILES | POLK inh | APE1 inh | LDHA inh | POLH inh | ALOX12 inh | Anesthetic bind | POLB inh | ERG Ets-DNA blk | RGS4 inhibitor
CC(=O)NCc1nnc2c3ccccc3c(-c3ccccc3)nn12 | -6% | 7% | -4 | -2% | -1% | -6% | 17% | 6% | 12%
CCOC(=O)C1(CCOc2ccccc2)CCN(Cc2cnc(SC)nc2)CC1 | -6% | 5% | -2 | -21% | -14% | -10% | -12% | -3% | -42%
CN1CCN(S(=O)(=O)c2csc(C(N)=O)c2)CC1 | -6% | 29% | -8 | 6% | 0% | -1% | 8% | -6% | 19%
O=C(CCc1nnc2ccc(NCc3ccccc3Cl)nn12)NCC1CCN(C2CCCC2)C1 (centres undefined) | -40% | 41% | -5 | -5% | -5% | -14% | -21% | -2% | -21%
CCOc1ccc(S(=O)(=O)c2cn(Cc3ccccc3C)c3ccc(OC)cc3c2=O)cc1 | -2% | . | 0 | -16% | -16% | ? | 1% | -2% | ?
O=C(O)c1ccc2c(=O)n(-c3ccccc3F)c(=S)[nH]c2c1 | -12% | 24% | -5 | -3% | ? | 2% | 4% | -8% | -44%
Cc1ccc(Nc2nc(N)nc(CSc3nnc(C)s3)n2)cc1 | -14% | -1% | 7 | -24% | ? | -7% | -2% | -1% | -2%
Cc1ccc(C(C)C)c(OCCCN(C)Cc2ccccc2)c1 | -4% | 2% | -14 | -15% | ? | 5% | 4% | -9% | -2%
CCN(CC(=O)N(CC(C)C)c1c(N)n(CC(C)C)c(=O)[nH]c1=O)Cc1nc2ccccc2c(=O)[nH]1 | 3% | 0% | 1 | 0% | -2% | -9% | 33% | 4% | 22%
CC(C)Oc1nnnn1-c1ccccc1 | -4% | 0% | -8 | -9% | 376%[activator] | -8% | 38% | -7% | -6%
COc1cccc(/C=C/C(=C2\C(=O)N(c3ccccc3)N=C2C)c2ccc(Br)cc2)c1OC | -3% | . | -1 | -10% | -22% | . | . | 3% | -28%[11.4 µM]
O=S(=O)(NCc1ccncc1)c1ccc(Br)s1 | -7% | 3% | -8 | -6% | 2% | -4% | -14% | -4% | -5%[11.4 µM]
CCOC(=O)Cc1nnc(NC(=O)CSc2nc3ccccc3[nH]2)s1 | -17% | 9% | -3 | -12% | -3% | -2% | -6% | -18% | -15%
Cc1ccc(-c2noc(CCC(=O)NC3CCCc4ccccc43)n2)cc1 (centres undefined) | -6% | 9% | -10 | -5% | 0% | -7% | -1% | 3% | 13%
Cc1ccc(C(=O)NCc2ccco2)c(C)c1 | -11% | -4% | 1 | -21% | -4% | -6% | 29% | 0% | -24%
COc1cccc(NC(=O)C(=O)NCCC2CCCCN2S(=O)(=O)c2cccs2)c1 (centres undefined) | -6% | -2% | -7 | -9% | . | . | . | 7% | 0%
COc1ccccc1CNC(=O)CCN1C(=O)COc2ccc(C)cc21 | 1% | 2% | -4 | -12% | -14% | -10% | 4% | 12% | -18%
Cc1nc(Nc2nc3c(c(=O)[nH]2)CCC3)nc2ccccc12 | 6% | . | -1 | -3% | . | . | . | 12% | -4%
CC1CCCCN1Cc1nc2c(c(=O)n(C)c(=O)n2C)n1CCc1ccccc1 (centres undefined) | -4% | -7% | -4 | -18% | 4% | -12% | -1% | -14% | 16%
